# JMJD2A Tudor inh = qHTS Assay for Inhibitors of JMJD2A-Tudor Domain; AlphaScreen JMJD2A-Tudor / H3K4me3 peptide binding; Potency, µM (doses to about 114 µM), for inactives: at the highest dose activity change, negative = inhibition, hits mostly inhibitors; 390,000 compounds, 4.4% hits; note: potency is the fitted concentration of half-maximal effect; % is set by controls: 0 for no effect and ±100 for the full control effect; nearly all actives have a fitted effect of over 50% in size
# BAZ2B inh = qHTS Assay for Inhibitors of BAZ2B; Bromodomain adjacent to zinc finger domain protein 2B (Homo sapiens), Q9UIF8; AlphaScreen BAZ2B-H3K14Ac peptide displacement; Potency, µM (top dose mostly 114 µM), without a hit: at the top dose activity change, negative = inhibition, actives largely listed as inhibitors; 360,000 compounds, 4.4% hits; AID 504333, 2011; note: potency is the fitted concentration of half-maximal effect; % is set by controls: 0 for no effect and ±100 for the full control effect; nearly all actives have a fitted effect of over 60% in size
#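 Complex of BAZ2B and biotin-H3K14Ac (50 nM apiece) forms over 30 min at RT, then faces library compounds up to 110 uM for another 30 min; AlphaScreen beads added, 20 min dark incubation, luminescence read.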
# PI4K2A inh = qHTS for small molecular inhibitors of PI4K2A; Phosphatidylinositol 4-kinase type 2-alpha (Homo sapiens), Q9BTU6; purified PI4K2A, ADP-Glo luminescence, 1 h; stronger effect = lower value; activity change, negative = inhibition, % at 76.9 µM; 420,000 compounds, 0.13% hits; AID 1346378, 2018; in the data active = activity change below about -50%; inconclusive = mostly about -30% to -49%;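 note: -100% = wells without enzyme as full effect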
#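 In this quantitative HTS, ADP production by PI4K2A was quantified luminescently after 1 h at ambient temperature; 100 microM adenosine served as plate-quality control.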
# POLH inh = qHTS for Inhibitors of Polymerase Eta; 390,000 compounds, 1.2% hits; Potency, µM (titrated, usually from 114 µM), inactives show top-dose activity change, negative = inhibition, usual class: inhibitors; recombinant Pol eta, fluorescent DNA replication assay; note: potency is the fitted concentration of half-maximal effect; % is set by controls: 0 for no effect and ±100 for the full control effect
# Target sequence (Q9Y253 whole entry, looked up): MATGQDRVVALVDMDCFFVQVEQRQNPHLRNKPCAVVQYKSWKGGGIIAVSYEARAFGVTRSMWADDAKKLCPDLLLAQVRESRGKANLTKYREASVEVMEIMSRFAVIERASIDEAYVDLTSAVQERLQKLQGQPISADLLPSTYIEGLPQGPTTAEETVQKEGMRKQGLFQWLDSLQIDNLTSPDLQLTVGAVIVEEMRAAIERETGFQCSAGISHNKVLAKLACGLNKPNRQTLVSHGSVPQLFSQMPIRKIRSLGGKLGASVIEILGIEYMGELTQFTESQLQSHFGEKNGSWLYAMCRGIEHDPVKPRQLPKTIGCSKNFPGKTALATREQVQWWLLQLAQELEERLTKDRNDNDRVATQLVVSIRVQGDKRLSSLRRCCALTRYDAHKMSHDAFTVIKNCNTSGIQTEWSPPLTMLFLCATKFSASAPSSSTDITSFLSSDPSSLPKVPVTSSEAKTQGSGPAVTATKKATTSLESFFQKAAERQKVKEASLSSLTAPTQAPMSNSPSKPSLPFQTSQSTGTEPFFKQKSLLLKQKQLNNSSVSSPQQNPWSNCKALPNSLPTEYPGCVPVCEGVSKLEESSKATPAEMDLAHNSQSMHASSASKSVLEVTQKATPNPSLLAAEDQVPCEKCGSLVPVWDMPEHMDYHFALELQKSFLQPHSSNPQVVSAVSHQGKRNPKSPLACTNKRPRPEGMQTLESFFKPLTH
#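 Fluorescent replication assay: 50 nM final substrate added after a 15 min room-temperature compound preincubation with 10 nM enzyme. Signal taken at 0 min and again at 10 min.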
# HP1b chromo inh = HTS for Inhibitors of HP1-beta Chromodomain Interactions with Methylated Histone Tails; AlphaScreen HP1-beta / biotin-H3K9me3 peptide binding; Potency, µM (series often up to 114 µM), for the others: at the top dose activity change, negative = inhibition, actives largely listed as inhibitors; 390,000 compounds, 0.56% hits; Chromobox protein homolog 1 (Homo sapiens), P83916; note: potency is the fitted concentration of half-maximal effect; nearly all actives have a fitted effect of over 70% in size; inactives centre near 23
# Target sequence (P83916 whole entry, looked up): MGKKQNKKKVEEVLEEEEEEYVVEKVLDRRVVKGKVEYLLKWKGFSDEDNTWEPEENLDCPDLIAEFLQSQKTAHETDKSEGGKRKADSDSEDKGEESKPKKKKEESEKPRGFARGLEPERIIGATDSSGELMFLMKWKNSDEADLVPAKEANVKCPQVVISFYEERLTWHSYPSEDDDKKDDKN
#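 HP1-beta protein (50 nM final) preincubated 30 min at room temperature with biotinylated H3(1-18)K9me3 peptide (50 nM) in PBS pH 7.4, 0.01% Tween-20, then compound added for 30 min. AlphaScreen streptavidin donor/nickel chelate acceptor beads (10 ug/mL final), 30 min dark, luminescence read.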
# G9a block = qHTS Assay for Inhibitors of Histone Lysine Methyltransferase G9a. Potency, µM (doses to about 102 µM), inactives show at the highest dose activity, negative = inhibition, most hits filed as inhibitors. G9a H3K9 monomethylation, AlphaScreen, 2 h. Histone-lysine N-methyltransferase EHMT2 (Homo sapiens), Q96KQ7. 350,000 compounds, 8.8% hits; note: potency is the fitted concentration of half-maximal effect; % is set by controls: 0 for no effect and ±100 for the full control effect; nearly all actives have a fitted effect of over 75% in size
#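 Step 1: enzyme (final 20 nM) with compound, 15 min RT. Step 2: substrate peptide 500 nM and SAM 20 uM, 2 h RT. Step 3: anti-H3K9me1 antibody and AlphaScreen beads, 10 min, then plate read.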
# PGK inhibitor = qHTS Assay to Find Inhibitors of Phosphoglycerate Kinase; PGK/GAPDH coupled, Kinase-Glo luminescence, 60 min; Potency, µM (titrated, usually from 57.5 µM), without a hit: at the highest dose activity change, negative = inhibition, usual class: inhibitors; Phosphoglycerate kinase, glycosomal (Trypanosoma brucei brucei), P07378; 380,000 compounds, 0.043% hits; AID 602233, 2012; note: potency is the fitted concentration of half-maximal effect; % is set by controls: 0 for no effect and ±100 for the full control effect; nearly all actives have a fitted effect of over 60% in size
#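 Luminescent ATP detection (Kinase-Glo Plus) follows a 60-minute room-temperature incubation, with wells lacking PGK as controls. Buffer: 100 mM TEA (pH 7.6), 5 mM MgCl2, 0.01% Tween-20. Coupling enzyme GAPDH (100 nM final) supplies unstable 1,3-BPG in-well.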
# GLS inh = qHTS for Inhibitors of Glutaminase (GLS); GLS enzymatic activity, qHTS titration; Glutaminase kidney isoform, mitochondrial (Homo sapiens), O94925; Potency, µM (top dose mostly 45.5 µM), for the others: at the top dose activity change, negative = inhibition, actives largely listed as inhibitors; 410,000 compounds, 0.21% hits; note: potency is the fitted concentration of half-maximal effect; % is set by controls: 0 for no effect and ±100 for the full control effect
#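 Human kidney-isoform GLS in 45 mM KH2PO4 pH 8.2, 0.02% Tween-20, with compound, started with 1mM L-Glutamine (added stock). Glutamate oxidase/HRP/Amplex red coupled fluorescence read at start and after 30 min at RT.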
# Pin1 inh = qHTS Assay to Find Inhibitors of Pin1; Peptidyl-prolyl cis-trans isomerase NIMA-interacting 1 (Homo sapiens), Q13526; Pin1 FP peptide displacement, HiFluor488, 10 min; Potency, µM (top dose mostly 115 µM), for inactives: top-dose activity, negative = inhibition, hits mostly inhibitors; 390,000 compounds, 0.009% hits; active = well fitted inhibition curve with a large enough effect in the polarisation, with a control signal flat, not every such curve was filed as active; inconclusive = small, poorly fitted or top-dose-only effect, or effect the other way, or a change in a side signal; inactive = no such curve, though single readings can be large or run the other way; the % refers to the polarisation; note: potency is the fitted concentration of half-maximal effect; % is set by controls: 0 for no effect and ±100 for the full control effect
# Target sequence (Q13526 whole entry, looked up): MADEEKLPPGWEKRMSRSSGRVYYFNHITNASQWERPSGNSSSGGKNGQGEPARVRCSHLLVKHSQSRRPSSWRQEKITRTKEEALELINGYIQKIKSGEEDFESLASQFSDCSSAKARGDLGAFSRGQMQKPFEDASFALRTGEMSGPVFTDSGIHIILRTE
# * marks the source's active call; other numbers are inactive results; i = inactive; ? = inconclusive; . = not tested or not shown; & = joins results of further samples; [ ] = remark or other dose. Unless noted, calls come from the whole dose curve; as a rule, active = well fitted curve in the direction sought with a large enough effect; inconclusive = small, poorly fitted or top-dose-only effect, or another doubt; inactive = no such curve, though single readings can be large; an effect the other way counts as inactive or inconclusive.
JMJD2A Tudor inh,BAZ2B inh,PI4K2A inh,POLH inh,HP1b chromo inh,G9a block,PGK inhibitor,smiles,GLS inh,Pin1 inh
-20%,-13%,1,2%,4%,42%,-3%,CCCCC(=O)Nc1nnc(SCC(=O)Nc2ccc(OC)cc2)s1,5%,-3%
6%[11.4 µM],-4%,-18,-14%,-11%,-27%[12.7 µM],-2%,CSC1=C(C#N)C(c2ccc(C)cc2)C2=C(CCCC2=O)N1 (stereo not given),-8%,?
?,?,-8,-3%,-4%,22%[12.7 µM],-2%,Cc1ccc(N=Nc2ccc(O)c(/C=N\NC(=O)c3ccc(N)cc3)c2)cc1C,7%,-6%
.,.,6,1%,.,.,-7%,COc1cccc(C(=O)NCCS(=O)(=O)N2CCCC(C)C2)c1 (stereo not given),1%,.
-7%,-7%,-9,-19%,21%,?,-2%,O=C(COC(=O)c1n[nH]c2ccccc12)Nc1ccc([N+](=O)[O-])cc1,3%,15%
-5%,-10%,0,-5%,53%[activator],18%,-2%,Cc1ccc(NC(=O)CCc2nnc3ccc(N4CCOCC4)nn23)cc1C,10%,3%
-11%,-38%,-1,-14%,38%,?,.,CCCCCCCCNC(=O)/C(C#N)=C/c1ccc2c(c1)OCCO2,11%,11%
-32%,-32%,-1,-4%,-8%,?,-10%,CCOC(=O)c1cnc2c(OC)cccc2c1N1CCN(c2ccccn2)CC1,3%,0%
-8%[57.1 µM],0%,0,5%,11%,20%[59 µM],2%,Cc1c(NC2=NC3(CCCCC3)Cc3ccccc32)c(=O)n(C)n1-c1ccccc1,13%,-1%
?,-38%,4,-10%,-17%,?,-3%,Oc1nc(Nc2cccc(Cl)c2)sc1/C=C1\C=Nc2ccccc21,24%,?
-31%,-36%,2,6%,-6%,?,-4%,COc1ccc(C(=O)/C=C(\C)NCc2ccc3c(c2)OCO3)cc1,-3%,4%
-1%,6%,0,-19%,33%,-35%[59 µM],-5%,CCCN(CC(=O)Nc1ccc(NC(C)=O)cc1)CC(=O)Nc1ccc(F)c(F)c1F,0%,3%
-11%,-18%,1,4%,22%,-8%,3%,CCOc1ccc(NC(=O)CCC(=O)NNC(=O)Nc2cccc(Cl)c2)cc1,4%,2%
8%,3%,-2,-21%,28%,-5%,0%,CCOC(=O)c1sc(-c2ccccn2)nc1C,-7%,-2%
-4%,-1%,1,11%,14%,.,-2%,COc1ccc(S(=O)(=O)N(CCc2ccccc2)CC(N)=O)cc1,0%,-12%
-12%,-6%,2,12%,10%,-37%,-1%,Cc1ccc2c(c1)C(O)(CC(=O)c1ccc3c(c1)OCO3)C(=O)N2 (stereo not given),14%,-6%
-1%,22%,-2,-21%,50%[activator],-15%,-5%,COc1ccc(NC(=O)NC2(C(=O)N3CCOCC3)CCCCC2)cc1,-10%,-6%
-20%,-2%,-3,-5%,16%,-23%[12.7 µM],5%,Cn1c(SCc2ccccc2Cl)nnc1-c1cnccn1,-4%,3%
-4%,-5%,9,-16%,43%[activator],57%[activator],-5%,CC1Sc2ccc(S(=O)(=O)N3CCC(C(=O)NCCc4ccccc4)CC3)cc2NC1=O (stereo not given),-11%,0%
?,7%,-1,-7%,?,?,-8%,C=CCSc1nc2sc3c(c2c(=O)n1CC)CCc1ccccc1-3,-21%,0%
-23%,-31%,0,-17%,10%,2%,i,CC(C)Cc1ccc(CN2CCCC(NC(=O)c3cccc(-n4cnnc4)c3)C2)cc1 (stereo not given),-13%,-1%
-8%,2%,-1,-19%,30%[activator],17%,i,COc1cc(C(=O)NCC(=O)N/N=C/c2cccnc2)cc(OC)c1OC,0%,0%
-15%,?,1,-2%,11%,-39%,-9%,Cc1ccc(NC(=O)C2CC=CCC2C(=O)N2CCCCC2)cc1 (stereo not given),-1%,-3%
?,?,-11,-3%,32%,?,-4%,COCC(=O)Oc1c(S(=O)(=O)c2ccc(C)cc2)c(C)nn1-c1ccccc1,29%,-3%
-3%,-19%,-1,-17%,28%,13%,i,CN(C)S(=O)(=O)n1cc(/C=C(\NC(=O)c2ccccc2F)C(=O)N2CCCC2)c2ccccc21,2%,-2%
-11%,-4%,-1,-14%,35%,?,i,CCOCCCNC(=O)Cn1cc2c(n1)CCCC2,0%,-8%
0%,0%,1,-19%,21%,3%[59 µM],11%,Cc1ccc(CCNC(=O)CCCn2c(=O)c3ccccc3n(Cc3ccccc3C#N)c2=O)cc1,-3%,8%
-1%,-5%,5,-7%,29%,?,.,CC(/C=N/Nc1nnc2c(n1)[nH]c1ccccc12)=C\c1ccco1,1%,6%
-28%,.,-5,-8%,-19%,.,-5%,COc1ccc(S(=O)(=O)Nc2cc(Sc3ncn[nH]3)c(O)cc2C)cc1,10%,10%
-15%,5%,-4,7%,12%,17%[12.7 µM],5%,Cc1ccc(-c2cn(-c3ccc(OC(F)F)cc3)c3[n+]2CCCCC3)cc1,9%,0%
1%,-1%,12,-6%,24%,8%[12.7 µM],-6%,C=Cn1c(N2CCOCC2)nc2c1c(=O)[nH]c(=O)n2C,-6%,0%
22µM*,50µM*,-2,2%,?,3.5µM*,-1%,CCOC(=O)C1CCCCN1Cc1cccc(F)c1 (stereo not given),2%,1%
?,-17%,0,?,44%,?,-4%,CCN(CC)c1ccc(NC(=O)CSc2nc(-c3cccs3)cc(C(F)(F)F)n2)cc1,2%,13%
-10%,-5%,4,-2%,6%[57 µM],22%[59 µM],2%,Cc1c(C(=O)Nc2ccc(F)cc2)sc2nc[nH]c(=O)c12,-8%,4%
-5%,15%,-1,-5%,30%,.,-7%,O=C(Nc1ccnn1C1CCN(C(=O)c2cccc(Cl)c2)CC1)C1CC1,-4%,-1%
-9%,-21%,-9,-16%,23%,13%,-10%,CCOC(=O)C1=NOC(Cn2cc(C(C)=O)c(=O)[nH]c2=O)C1 (stereo not given),1%,-5%
-20%,-29%,-4,-17%,67%[activator],-11%,i,CC(C)CCNC(=O)C1CCCN(S(=O)(=O)c2ccc3c(c2)CC(C)N3C(=O)C2CC2)C1 (stereo not given),0%,1%
-16%,-5%,-1,9%,29%,-17%[59 µM],.,CCCCNS(=O)(=O)c1ccc(S(=O)(=O)n2cnc3ccccc32)cc1,4%,8%
6%,11%,-3,-16%,54%[activator],66%[activator][59 µM],-10%,Cc1cccc(-n2c(N)c(-c3nc4ccccc4n3C)c3nc4ccccc4nc32)c1,4%,?
-12%,-5%,-11,-3%,-13%,-15%,0%,CC(C)Sc1ncc(S(=O)(=O)c2ccccc2)c(=O)[nH]1,-3%,2%
-17%,0%,5,-13%,9%,?,i,NS(=O)(=O)c1ccc(N=NN2CCCCC2)cc1,1%,-4%
-23%,.,2,-15%,22%,.,i,CCN1CCN(S(=O)(=O)c2ccc(Cl)c(C(=O)NCc3nc4ccccc4[nH]3)c2)CC1,1%,2%
-19%,.,-13,-13%,37%,?,-7%,CCOC(=O)C1CCN(c2ncnc3c2[nH]c2cccc(OC)c23)CC1,2%,0%
-22%,-18%,-1,-8%,22%,9%,-2%,Cc1ccc(C(=O)C(OC(=O)c2c(C)cc(=O)oc2C)c2ccccc2)cc1 (stereo not given),-1%,0%
56µM*,.,-13,-16%,?,.,0%,COc1ccc(CNC(=O)C[C@H]2C[C@H](C(=O)N3CCCCC3)[C@@]3(C)c4[nH]c5cc(-c6ccco6)ccc5c4CCN3C2=O)cc1OC,0%,?
-13%,-9%,-1,-9%,16%,-35%[59 µM],8%,O=C(Cn1ccc2cc(S(=O)(=O)N3CCCCC3)ccc21)NCc1cccc(Cl)c1,3%,40%[activator]
-17%&-15%,5%,-4,-2%,22%&49%,4%[59 µM],-3%,COC(=O)N1C/C=C\C(c2ccc(OC)cc2)N(Cc2ccc(F)cc2)C(=O)C1 (stereo not given),-1%,-1%&1%
17%,-7%,0,-17%,64%[activator],.,-6%,O=C(OCc1cnc(Cl)s1)c1cccs1,-16%,4%
86%[activator],137%[activator],-6,?,278%[activator],49%[59 µM],i,COc1ccccc1OCCOCCOc1c(C)cc(C)cc1Br,-4%,13%
-13%,-11%,5,-21%,31%,-34%[2.33 µM],-2%,CN(CC(=O)NCC(=O)Nc1ccc(F)c(F)c1F)C1CCS(=O)(=O)C1 (stereo not given),-3%,2%
-15%,-22%,-20,2%,35%,50µM*,-2%,Nc1ccc(NC2C[C@@H](C(=O)O)NC2=O)cc1 (stereo not given in full),17%,-9%

# Exported with values under each structure: 3 of the compounds above.
# Below each compound: JMJD2A Tudor inh | BAZ2B inh | PI4K2A inh | POLH inh | HP1b chromo inh | G9a block | PGK inhibitor | GLS inh | Pin1 inh
COc1ccccc1OCCOCCOc1c(C)cc(C)cc1Br
 : 86%[activator] | 137%[activator] | -6 | ? | 278%[activator] | 49%[59 µM] | i | -4% | 13%
CN(CC(=O)NCC(=O)Nc1ccc(F)c(F)c1F)C1CCS(=O)(=O)C1 (stereo not given)
 : -13% | -11% | 5 | -21% | 31% | -34%[2.33 µM] | -2% | -3% | 2%
Nc1ccc(NC2C[C@@H](C(=O)O)NC2=O)cc1 (stereo not given in full)
 : -15% | -22% | -20 | 2% | 35% | 50µM* | -2% | 17% | -9%

# Compound activity as filed in PubChem BioAssay.

# An excerpt; rates above refer to the full screens.
